# From PubChem
# PI5P4Ka inh: PI5P4K alpha (human) kinase inhibition; P48426; max response, %; PI5P4Kalpha enzyme, ADP-Glo luminescence, 60 min; active compounds read low; 330,000 compounds, 1.2% hits; AID 652105; active = max response of -50% or lower; inconclusive = between -30% and -50%; inactive = -30% or higher; also: value at the top dose of about 77 µM; % is scaled to controls: 0 for no effect and ±100 for the full control effect
#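 Luminescence from ADP-Glo served as readout of PI5P4Kalpha activity in a qHTS format. Reaction: enzyme, substrate, compound, ATP at 5 microM final, 60 min at RT.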
# GLP-1R agonist: agonists of human GLP-1 receptor | P43220 | HEK293 GLP-1R CRE-luciferase, luminescence, 4-6 h; cells express a hypersensitive GLP-1R form | Potency, µM (titrated, usually from 45.6 µM), for the others: at the top dose activation, most hits filed as activators | 380,000 compounds, 0.007% hits; also: potency is read from the fitted curve at half-maximal effect; % of control where 0% means no effect
# Target sequence (P43220 whole entry, looked up): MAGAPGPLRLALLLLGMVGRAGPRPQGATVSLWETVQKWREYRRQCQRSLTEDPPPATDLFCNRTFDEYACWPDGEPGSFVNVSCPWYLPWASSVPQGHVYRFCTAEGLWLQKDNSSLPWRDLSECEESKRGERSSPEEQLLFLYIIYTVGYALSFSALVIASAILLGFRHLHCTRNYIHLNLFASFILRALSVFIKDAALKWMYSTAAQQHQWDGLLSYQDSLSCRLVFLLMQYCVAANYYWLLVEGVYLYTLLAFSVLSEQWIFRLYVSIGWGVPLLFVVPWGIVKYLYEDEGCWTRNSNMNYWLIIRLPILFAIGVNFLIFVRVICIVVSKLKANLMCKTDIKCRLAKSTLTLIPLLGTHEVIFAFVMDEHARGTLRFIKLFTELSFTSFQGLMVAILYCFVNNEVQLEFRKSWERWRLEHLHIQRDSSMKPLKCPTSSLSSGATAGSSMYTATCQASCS
# GLP1R inv ag: acts as inverse agonist at human GLP-1 receptor; P43220; HEK293 GLP-1R CRE-luciferase, luminescence, 24 h; GLP-1R form is constitutively active; Potency, µM (titrated, usually from 38.3 µM), for inactives: top-dose activity change, negative = inhibition, actives largely listed as inhibitors; 410,000 compounds, 1.6% hits; also: potency is read from the fitted curve at half-maximal effect; % is scaled to controls: 0 for no effect and ±100 for the full control effect; nearly all actives have a fitted effect of over 55% in size
#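 Stable HEK293 clone (constitutively active GLP-1R + cAMP-response luciferase); 200 cells/uL plated, 12 h pre-culture, compound 24 hr, 37 deg C/5% CO2; detection reagent 12 min RT; luminescence.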
# PTHR1 agonist: agonists of human PTHR1 parathyroid hormone receptor. Q03431. HEK293 GP2 PTHR1 cells, GloSensor cAMP luminescence, 1 h. Potency, µM (series often up to 115 µM), for the others: at the top dose activation, hits mostly activators. 410,000 compounds, 0.075% hits. AID 743266; also: potency is read from the fitted curve at half-maximal effect; nearly all actives have a fitted effect of over 55% in size; some results filed as inactive show a strong effect at the top dose; inactives centre near -15; many of its hits are not listed in these tables
#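 HEK-293-derived GP2 cells expressing PTHR1 and a GloSensor cAMP reporter, 3,000/well, plated overnight, given luciferin plus IBMX (each 0.5 mM as added) for 1 h at 37 °C, then compound for 1 h at 37 °C. Luminescence was read after 15 min at room temperature.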
# PLK1 PBD block: blocks phosphopeptide binding to human PLK1 polo-box domain | P53350 | Plk1 PBD binding of FITC phosphopeptide, fluorescence polarization | Potency, µM, inactives show max response, negative = inhibition, actives largely listed as inhibitors | 360,000 compounds, 2.8% hits; also: potency is read from the fitted curve at half-maximal effect; series mostly up to about 57 µM; % is scaled to controls: 0 for no effect and ±100 for the full control effect; nearly all actives have a fitted effect of over 65% in size
# Target sequence (P53350 whole entry, looked up, the tested form may be a part): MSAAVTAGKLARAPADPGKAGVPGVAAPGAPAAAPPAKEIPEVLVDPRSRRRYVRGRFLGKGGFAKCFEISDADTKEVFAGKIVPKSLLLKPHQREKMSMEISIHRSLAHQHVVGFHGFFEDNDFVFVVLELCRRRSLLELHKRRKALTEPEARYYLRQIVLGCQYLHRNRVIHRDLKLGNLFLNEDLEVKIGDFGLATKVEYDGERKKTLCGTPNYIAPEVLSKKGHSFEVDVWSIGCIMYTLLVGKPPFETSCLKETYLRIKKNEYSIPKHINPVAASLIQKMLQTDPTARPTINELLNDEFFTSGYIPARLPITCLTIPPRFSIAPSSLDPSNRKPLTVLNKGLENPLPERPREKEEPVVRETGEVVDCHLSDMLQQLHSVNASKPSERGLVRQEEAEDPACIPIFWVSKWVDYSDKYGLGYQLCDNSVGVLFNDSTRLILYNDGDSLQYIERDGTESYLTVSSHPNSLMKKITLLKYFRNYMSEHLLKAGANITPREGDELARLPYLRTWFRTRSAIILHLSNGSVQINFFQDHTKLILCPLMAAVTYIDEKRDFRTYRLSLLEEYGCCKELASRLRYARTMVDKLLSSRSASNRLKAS
# IL2 activator: activates IL-2 in a cell-based reporter assay | 360,000 compounds, 0.065% hits | AID 652025 | IL-2 activation reporter assay, cell-based qHTS; stimulated with anti-CD3/CD4/CD28 beads; in transgenic mouse T cells | activation, % (series mostly up to about 46 µM); in the data active = activation above about 50%; inconclusive = mostly about 30% to 49%; also: 0% is about no effect
#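 Readout: EGFP and DsRed signals by fluorescent plate cytometry. Unstimulated transgenic mouse T cells received compound 60 min before antibody-bead stimulation, then incubated 18 h at 37 degrees C.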
# EPAC1 agonist: activates human EPAC1 exchange factor; Potency, µM (highest dose often 154 µM), for the others: top-dose activation, hits mostly activators; EPAC1 agonist qHTS, biochemical assay; response scale: 100% = response to 6.5 mM cAMP; O95398; 360,000 compounds, 0.073% hits; also: potency is read from the fitted curve at half-maximal effect; nearly all actives have a fitted effect of over 60% in size
#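 EPAC1 100 nM, Rap1B–BODIPY-GDP 250 nM, unlabeled GDP 50 uM; compound titration; 5 min RT; kinetic read ex480/em540 at 5-min intervals ×30 min; data normalized to 6.5 mM cAMP agonist control.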
# GLP1R cytotox: cytotoxicity counter-screen for GLP-1 receptor inverse agonists; HEK293 cAMP-luciferase reporter cells, luminescence, 24 h; Potency, µM (series often up to 38.3 µM), without a hit: at the top dose activity change, negative = inhibition, actives largely listed as inhibitors; 410,000 compounds, 0.13% hits;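 also: loss of luciferase light is scored as toxicity; potency is read from the fitted curve at half-maximal effect; % is scaled to controls: 0 for no effect and ±100 for the full control effect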
#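 Quantitative HTS format, 1536 wells, 200 cells/uL seeded. Compounds: 23 nL, 24 h, 37 °C. Detection: luciferase reagent, luminescence at 12 min RT; decreased signal taken as cytotoxic.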
# EPAC1 antag: blocks human EPAC1 exchange factor. EPAC1 GEF assay, Rap1b-BODIPY-GDP exchange fluorescence. Potency, µM (highest dose often 115 µM), for inactives: top-dose activity change, negative = inhibition, most hits filed as inhibitors. 360,000 compounds, 0.14% hits. O95398;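 also: potency is read from the fitted curve at half-maximal effect; plate controls were vehicle for no effect and positive control for full effect; nearly all actives have a fitted effect of over 50% in size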
# Active calls of the source: *; i = inactive; ? = inconclusive; nt = no result given; [ ] = remark or other dose. Unless noted, calls follow the shape of the dose curve; as a rule, active = well fitted curve in the direction sought with a large enough effect; inconclusive = small, poorly fitted or top-dose-only effect, or another doubt; inactive = no such curve, though single readings can be large; an effect the other way counts as inactive or inconclusive.
SMILES,PI5P4Ka inh,GLP-1R agonist,GLP1R inv ag,PTHR1 agonist,PLK1 PBD block,IL2 activator,EPAC1 agonist,GLP1R cytotox,EPAC1 antag
CCN(C(=O)C1CCN(c2nc(-c3ccc(OC)cc3)no2)CC1)c1ccccc1,0,0%,?,-38%[inhibitor],-1%,-2.5,-4%,-7%,-7%
CNc1cncc(-c2cnn(CC(C)C)c2)n1,0,12%,8%,i,-8%,-0.2,1%,1%,-22%
COc1ccc(S(=O)(=O)c2c(O)c3ccc(C(=O)Nc4ccc(F)cc4)cc3[nH]c2=O)cc1,?,-3%,13%,0%,30µM*,-2.8,4%,1%,-4%
C/C(CC(=O)Nc1ccccc1F)=N\NC(=O)Cc1ccc(Cl)cc1,4,11%,-9%,i,-21%,1.5,9%,4%,-4%
Cc1nc(SCc2nc3c(C)cccc3[nH]2)c2oc3ccccc3c2n1,nt,-6%,nt,i,nt,-2.9,-1%,nt,-8%
CN(C[C@H](c1ccccc1)N(C[C@H](Cc1ccccc1)N(CCc1ccccc1)N=O)N=O)N=O,3,-1%,?,i,-10%,-0.5,-10%,-7%,-6%
CC(Oc1ccc(Br)cc1)C(=O)N1CCN(c2ccccn2)CC1 (stereo not given),8,-3%,-29%,-24%,2%,-1.9,-2%,-12%,6%
COC(=O)c1c(NC(=O)CSc2nnc3ccccn23)sc2c1CCC2,-29,10%,21%,i,-6%,-2.7,2%,-4%,1%
COc1cc(NC(=O)c2ccc(=O)[nH]n2)cc(OC)c1OC,-11,17%,42%[activator],i,-3%,0.1,-4%,-2%,-13%
Cc1ccccc1Cn1c(C)c(C(=O)NCC(C)C)sc1=O,1,-1%,-23%,i,3%,-0.5,-5%,-4%,-22%
Cn1ccc(-c2ccccc2)c(C#N)c1=O,5,0%,6%,i,-1%,-1.0,-7%,-7%,-15%
COCCNC(=O)c1cc2c(s1)-c1ccc(Cl)cc1SC2,2,15%,?,-17%,?,-0.2,9%,28%,-11%
O=C(NC1CC1)C1=C[C@@H](c2coc3ccccc3c2=O)C[C@@H](OCc2ccc(CO)cc2)O1,-3,-7%,0%,-22%,-1%,0.3,6%,-1%,-8%
CC(=O)Oc1ccc2nc(/C=C/c3ccc(C=O)cc3)oc(=O)c2c1,4,-1%,6%,-9%,-4%,-3.8,3%,-2%,3%
CC(C)c1nnc(NC(=O)CCCCCN2C(=O)C3C4C=CC(C4)C3C2=O)s1 (stereo not given),2,-8%,13%,-20%,-6%,3.2,-9%,14%,-2%
Cc1ccc(-c2csc(NC(=O)c3c(C)noc3C)n2)cc1,6,2%,?,-20%,-14%,-0.7,-3%,4%,0%
NC(=O)COc1ccc(C2c3c(oc4ccccc4c3=O)C(=O)N2CC2CCCO2)cc1 (stereo not given),nt,-6%,5%,-1%[57.5 µM],-2%,-4.2,-3%,-4%,5%
COc1ccc(C(CNC(=O)C2CCN(S(=O)(=O)c3ccc(F)cc3)CC2)N(C)C)cc1 (stereo not given),-4,0%,?,i,2%,-2.3,6%,2%,-7%
COc1ccc(C2=NN(C(=O)CCC(=O)O)C(c3ccc([N+](=O)[O-])cc3)C2)cc1 (stereo not given),-8,-4%,7%,-3%,-12%,0.5,6%,3%,-2%
COc1cc2ccccc2cc1C(=O)OCC(=O)N(C)c1c(N)n(Cc2ccccc2)c(=O)[nH]c1=O,-1,16%,4%,i,3%,-0.3,3%,-14%,12%
CC(C)C(=O)N1CCC1(C)C(=O)Nc1cc(-c2ccccc2)nn1C (stereo not given),-5,-6%,27%,-4%,-11%,1.3,-9%,0%,-17%
Cc1ccc2[nH]c(=O)c(C(c3nnnn3CCc3ccccc3)N3CCOCC3)cc2c1 (stereo not given),1,2%,14%,i,-6%,-3.5,-2%,-18%,-8%
CC(C)CC(=O)NC(=S)Nc1ccc(S(=O)(=O)N2CCCC2)cc1,3,4%,-29%,-19%,24µM*,11,11%,-4%,3%
O=C(NCC1CCCO1)C1CCN(S(=O)(=O)c2cccc3cccnc23)CC1 (stereo not given),8,-2%,16%,i,-29%,3.5,9%,9%,-8%
COc1ccc(-c2csc(C(C)(O)c3cccc(F)c3)n2)cc1 (stereo not given),12,-3%,?,-63%[inhibitor],1%,-0.3,-6%,4%,-18%
COc1cccc(S(=O)(=O)N(C)C[C@@H]2OCc3cnnn3CCCC(=O)N([C@@H](C)CO)C[C@@H]2C)c1,4,3%,19%,4%,-18%,1.3,-9%,13%,-17%
CN(NS(=O)(=O)c1ccccc1)C(=O)c1ccccc1,-1,5%,5%,i,-6%,0.2,-1%,-7%,1%
O=C(NCC(c1ccc(F)cc1)N1CCOCC1)c1ccc(Br)o1 (stereo not given),nt,12%,-10%,i,-13%,-0.7,7%,1%,-5%
CN(C)CCCNc1nc2cc(-c3ccc(F)cc3)sc2c(=O)n1C,11,-6%,?,-22%,-2%,-0.2,-11%,-26%,-15%
O=C1CCC(=O)N1CCCCCc1nc(-c2ccccc2)no1,2,0%,10%,-23%,-8%,-3.8,3%,-8%,17%
Cc1cc(C)cc(Cn2cc(CN3CC(N4CCCCC4)CS3(=O)=O)nn2)c1 (stereo not given),-3,-1%,1%,i,-1%,-0.3,4%,2%,9%
CN(Cc1ccccc1)S(=O)(=O)c1cccc2cccnc12,6,4%,0%,-8%[57.5 µM],-8%,-1.2,-4%,-19%,2%
COCCNC(=S)N(CCc1c(C)[nH]c2ccc(F)cc12)Cc1cccnc1,10,14%,-31%,0%,-4%,-0.8,5%,-12%,1%
O=C(CSc1nc(NS(=O)(=O)c2ccccc2)cc(=O)[nH]1)Nc1ccc(F)cc1,nt,-13%,-3%,i,-20%,0.9,-2%,3%,?
Cc1ccc(N/N=C(/Sc2nnnn2-c2ccccc2)C(=O)c2ccccc2)cc1,5,2%,-4%,-3%,-27%,-5.7,-6%,?,4%
COc1ccc(OC)c2nc3c(C(=O)NCCN(C)C)cccc3nc12,-8,-23%,?,i,-9%,-7.0,6%,7.1µM*,-3%
CCOC(=O)C/C(N)=N/NC(=O)c1ccc(Cl)cc1Cl,7,10%,?,-23%,1%,-0.5,-1%,?,-4%
CCC(C(=O)OCC(=O)Nc1ccc(C(=O)Nc2ccc(OC)cc2)cc1)c1ccccc1 (stereo not given),5,12%,?,-10%,7%,-0.7,-3%,?,-6%
Cc1nc(NC(=O)/C=C/c2ccc(F)cc2)sc1C(=O)N(C)C,-7,-7%,4%,i,-1%,-2.8,-6%,-12%,-8%
CCC(C)Sc1nc2c(c(=O)[nH]c(=O)n2C)n1CCc1ccccc1 (stereo not given),0,25%,34%[activator],-22%,-1%,-2.4,-3%,4%,10%
Cc1ccc(NC(=S)/C(=C(\[O-])c2ccc(Cl)s2)[n+]2cccc(CO)c2)cc1C,0,-14%,?,i,-11%,-0.3,7%,-21%,-11%
CCn1cc(C(=O)N2CCN(c3ccc(OC)cc3)CC2)c(=O)c2cc(S(=O)(=O)N(C)C3CCCCC3)ccc21,nt,0%,2%,-22%,nt,nt,nt,1%,nt
CC(C)C(NC(=O)c1c(F)cccc1F)C(=O)NCc1ccncc1 (stereo not given),-4,-10%,-14%,i,-7%,-3.5,1%,19%,3%
CCOC(=O)C1CCCN(C(=O)c2ccncc2)CC1 (stereo not given),1,-6%,26%,-26%,-10%,1.0,-2%,2%,10%
CC1CCCN(c2nc3ccsc3c(=O)s2)C1 (stereo not given),nt,27%,9%,-35%[inhibitor][57.5 µM],-3%,-3.4,14%,6%,-14%
Cc1cc2cc(CNC(=O)COc3ccccc3)ccc2n1C,4,6%,-3%,-1%,5%,-2.2,0%,5%,-12%
COc1ccc(-n2c(SCc3ccc([N+](=O)[O-])cc3)nnc2-c2ccc(C)cc2)cc1,-5,-2%,?,-31%[inhibitor],-8%,-3.4,11%,3%,0%
CCOC(=O)/C(=N\Nc1ccc(OC)cc1)c1csc(Nc2ccccc2)n1,nt,-1%,?,-21%[57.5 µM],-1%,1.3,29%,-2%,-4%
CCO/C=C1\C(=O)N(CC)c2ccccc21,0,-13%,3%,i,-17%,-2.3,4%,-1%,-8%
O=C1C=C(c2ccc3[nH]ccc3c2)C[C@@H](c2ccc(F)cc2)C1,0,18%,?,-19%,6%,-0.5,3%,-14%,1%
# The results go on.
SMILES,PI5P4Ka inh,GLP-1R agonist,GLP1R inv ag,PTHR1 agonist,PLK1 PBD block,IL2 activator,EPAC1 agonist,GLP1R cytotox,EPAC1 antag
OCCCn1c(C2CCCN2c2nc(-c3ccc(F)cc3)cs2)nc2cc(Cl)c(Cl)cc21 (stereo not given),17,11%,?,-5%,-1%,-0.3,0%,-3%,-4%
C[C@H](Nc1ccc(C(F)(F)F)cc1[N+](=O)[O-])C(=O)O,-3,-8%,15%,i,-10%,-0.4,5%,16%,-11%
CCCCNC(=O)N(O)C1N(/N=C/c2ccccc2OC)C(=S)SC1(C)C (stereo not given),-6,7%,?,-21%,4%,-5.2,-3%,15%,-26%
N#CCCN(C(=O)CSc1nc2ccccc2c(=O)[nH]1)c1ccc(F)cc1,-3,0%,12%,-9%,0%,1.6,0%,-21%,-14%
Cc1ccc(P(C)(=O)c2ccc(C)cc2)cc1,6,18%,2%,i,-3%,-0.6,0%,-5%,-8%

# Some of the compounds tested; rates above refer to the full screens.
